Screening data deposited in PubChem by Emory University Molecular Libraries Screening Center.
14-3-3g Raf: alters human 14-3-3 gamma binding to Raf peptide. P61981. FP, 14-3-3gamma / TMR-pS259-Raf peptide binding. inhibition, % at 40 µM. 160,000 tested, 0.19% active. AID 422; in the data active means inhibition above about 30%;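 further: 0% = protein plus tracer without compound and 100% = blank with tracer alone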
Target sequence (P61981 whole entry, looked up): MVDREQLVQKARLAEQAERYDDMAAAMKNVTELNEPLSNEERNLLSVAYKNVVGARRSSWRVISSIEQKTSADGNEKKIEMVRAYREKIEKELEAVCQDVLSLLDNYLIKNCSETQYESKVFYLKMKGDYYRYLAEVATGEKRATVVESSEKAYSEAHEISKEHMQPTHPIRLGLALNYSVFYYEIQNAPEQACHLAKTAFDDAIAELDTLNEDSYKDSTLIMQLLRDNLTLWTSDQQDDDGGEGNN
The depositor's hits bear a star; & = joins results of further samples. A portion of the library, so the mix of outcomes need not match the whole.

| mol | 14-3-3g Raf |
| --- | --- |
| O=[N+]([O-])c1cccc(-c2n[nH]nc2[N+](=O)[O-])c1 | -2 |
| COC(=O)c1cccc(C(=O)Nc2ccc(I)cc2)n1 | -32 |
| COc1ccc(C2(C(F)(F)F)N=C3Sc4cc(C)ccc4N3C(=O)N2)cc1 (stereo unspecified) | 0 |
| Cc1cc(C)n(-c2ccc(C(=O)Nc3ccccn3)cc2)n1 | -6 |
| O=c1[nH]c2ccc(N=Cc3ccc(-c4ccc([N+](=O)[O-])cc4)o3)cc2[nH]1 | -15 |
| CCOC(=O)C1CCCN(C(=O)CN2C(=O)c3ccccc3C2=O)C1 (stereo unspecified) | -3 |
| CCCn1c2ccccc2c2n[nH]c(=S)nc21 | -2 |
| Cc1c(NC(=O)c2ccc([N+](=O)[O-])o2)cccc1-c1nc2ccccc2o1 | -3 |
| O=C(Nc1sccc1C(=O)NCc1ccco1)c1cccnc1 | -61 |
| CCOC(=O)N1CCC(NC(=O)c2cccn3c(=O)c4cc(Br)ccc4nc23)CC1 | 5 |
| O=C1OC(N2CCN(Cc3ccccc3)CC2)c2ccccc21 (stereo unspecified) | -1 |
| O=C(Nc1ccc(S(=O)(=O)N2CCCC2)cc1)c1sc2ccccc2c1Cl | -24 |
| CC(C)CCn1c(N2CCOCC2)nc2c1c(=O)n(CC(N)=O)c(=O)n2C | -1 |
| CC(=O)NC(c1cccs1)c1cc([N+](=O)[O-])c2cccnc2c1O (stereo unspecified) | -6 |
| O=C1c2ccccc2-c2c1nc1c([n+]2[O-])CCCC1 | 0 |
| O=[N+]([O-])c1ccc(S(=O)(=O)Nc2ccncc2)cc1 | 12 |
| CCNC(=NCCc1ccccc1)SC1CC(=O)N(c2ccccc2)C1=O (stereo unspecified) | -11 |
| CCCC(=O)c1ccc(Nc2cc(C)nc3ncnn23)cc1 | 12 |
| O=C(NCc1ccccc1)c1cc(-c2cccc(O)c2)on1 | -5 |
| CCOc1ccc(C2C=C(c3ccccc3)Nc3nnnn32)cc1 (stereo unspecified) | -1 |
| O=C(NCC1COc2ccccc2O1)C1C2C=CC3(CN(Cc4ccccc4Cl)C(=O)C13)O2 (stereo unspecified) | -8 |
| CCSc1nnc(NC(=O)c2cccc([N+](=O)[O-])c2)s1 | -1 |
| O=C1CCCC2=C1C(c1ccncc1)c1c(nc(SCc3ccccc3F)[nH]c1=O)N2 (stereo unspecified) | -18 |
| CCOC(=O)CSc1nc(N)c2c(C)c(C)sc2n1 | 3 |
| CC(=O)N(C)c1ccc(NC(=O)c2ccco2)cc1 | 3&-2 |
| CS(=O)(=O)NCCC1=CCCCC1 | -3 |
| COC(=O)c1ccc(NC(=O)CSc2nc(-c3ccccc3)cc(=O)[nH]2)cc1 | -18 |
| CCCOc1ccc(-c2ccc(-c3noc(-c4ccc(OCC)cc4)n3)cc2)cc1 | -2 |
| CCOc1ccccc1OCCCC(=O)NC1=NCCS1 | -4 |
| FC(F)(F)c1nnc2c3ccccc3c(NC3CC3)nn12 | 2 |

Compounds listed so far containing a nitro group on carbon, in the order listed:
| mol | 14-3-3g Raf |
| --- | --- |
| O=[N+]([O-])c1cccc(-c2n[nH]nc2[N+](=O)[O-])c1 | -2 |
| O=c1[nH]c2ccc(N=Cc3ccc(-c4ccc([N+](=O)[O-])cc4)o3)cc2[nH]1 | -15 |
| Cc1c(NC(=O)c2ccc([N+](=O)[O-])o2)cccc1-c1nc2ccccc2o1 | -3 |
| CC(=O)NC(c1cccs1)c1cc([N+](=O)[O-])c2cccnc2c1O (stereo unspecified) | -6 |
| O=[N+]([O-])c1ccc(S(=O)(=O)Nc2ccncc2)cc1 | 12 |
| CCSc1nnc(NC(=O)c2cccc([N+](=O)[O-])c2)s1 | -1 |

Additional structures follow.
| mol | 14-3-3g Raf |
| --- | --- |
| Cc1cccc(C(=O)OCC(=O)c2ccc(Cl)cc2)c1 | 0 |
| Oc1ccc2[nH]ccc2c1 | -6 |
| CCOC(=O)CCn1nc(-c2ccc(Cl)cc2)cc1N | -2 |
| CCOC(=O)c1c(-c2ccccc2)csc1NC(=O)c1ccc([N+](=O)[O-])c(C)c1 | -2 |
| CCCCc1nnc(NC(=O)C=C(C)C)s1 | -3 |
| COc1cccc(CNC(=O)CN2N=C(c3ccc(C)cc3)CCC2=O)c1 | -22 |
| COc1ccc(-n2nc(C(=O)NCC(=O)N(C)c3cc(Cl)ccc3C)c3ccccc3c2=O)cc1OC | -10 |
| Cc1ccc2cc3cc(C(=O)N4CCN(C(=O)c5ccco5)CC4)sc3nc2c1 | 1 |
| CC(=O)Nc1ccc(N2CCN(Cc3ccccc3F)CC2)cc1 | -2 |
| CCN(Cc1ccccc1)S(=O)(=O)c1ccc(F)c(C(=O)Nc2ccc(F)cc2)c1 | -3 |
| Clc1nc(-c2ccccc2)ncc1-c1ccccc1 | -8 |
| COc1ccc(-c2nc(S(=O)(=O)c3ccccc3)c(N3CCCCC3)o2)cc1 | -1 |
| COC(=O)C1=C(N)OC2=C(C(=O)CCC2)C1c1ccc(OC)cc1 (stereo unspecified) | -2 |
| O=[N+]([O-])c1ccc(N2CCN(CCO)CC2)cc1N1CCc2ccccc2C1 | -3 |
| CCOc1cc(C2C(C(=O)OC)=C(C)NC3=C2C(=O)CC(c2ccc(OC)cc2)C3)ccc1O (stereo unspecified) | -15 |
| O=C(Nc1sc2c(c1C(=O)Nc1ccccc1)CCCCC2)c1ccccc1F | -50 |
| Cc1cc(O)c(NC(=O)COc2ccc(Br)cc2)cc1C | -19 |
| CC(=O)Nc1c(C)cccc1[N+](=O)[O-] | -3 |
| CC(C)(CO)NC(=O)c1ccc(Cl)cc1 | -7 |
| C=CCn1c(=O)[nH]c2cc(C(=O)N3CCN(c4ccc(F)cc4)CC3)ccc2c1=O | -3 |
| O=C(c1ccc(Cn2c(=O)[nH]c3ccccc3c2=O)cc1)N1CCN(c2ccc(Cl)cc2)CC1 | 4 |
| CC(=O)Nc1ccc(OC(=O)c2cccnc2)cc1 | 0&-3 |
| Cc1ccc(Cc2c(C)nc3c(C(=O)N4CCN(c5ccc(C)cc5)C(C)C4)cnn3c2C)cc1 (stereo unspecified) | 2 |
| CC1(C)NC(=O)N(CC(O)COc2cccc(Cl)c2)C1=O (stereo unspecified) | 1 |
| CC(C)(C)C(C)(O)C#CCN1CCOCC1 (stereo unspecified) | 0 |
| CCn1cc(SCC(=O)Nc2cccc(C)c2C)c2ccccc21 | -3 |
| Cc1ccc(N2C(=O)CC(NCCC34CC5CC(CC(C5)C3)C4)C2=O)c(C)c1 (stereo unspecified) | 0 |
| CCOC(=O)C(C#N)C(c1ccc(F)cc1)C1CCOC(C)(C)C1 (stereo unspecified) | -1 |
| Cc1cccc(C(=O)NC2CC(C)(C)NC(C)(C)C2)c1 | -1 |
| O=C(CCn1c(=O)[nH]c2ccsc2c1=O)N1CCN(c2ccccn2)CC1 | -9 |
| Cc1cc(NC(=O)c2ccc(S(=O)(=O)N3CCOCC3)cc2)nc2c1c(=O)oc1ccccc12 | -24&-112 |
| Cc1cccc(C(=O)Nc2ccc3nc(SCC(=O)NCc4ccccc4)sc3c2)c1 | -18 |
| O=C(Cn1ncc2ccccc21)N1CCc2ccccc21 | -4 |
| CC(=O)O[C@H]1C[C@@H]2CC[C@@H]3[C@H](CC[C@@]4(C)[C@H]3C[C@H]([N+]3(C)CCCCC3)[C@@H]4OC(C)=O)[C@@]2(C)C[C@@H]1[N+]1(C)CCCCC1 | 5&0 |
| O=C(CCCCCn1c(=S)[nH]c2ccc(Br)cc2c1=O)NCc1ccc2c(c1)OCO2 | -3 |
| Cc1ccc(C)c(Cn2c(CN3CCOCC3)nc3c2c(=O)n(C)c(=O)n3C)c1 | 3 |
| Nc1c(C(=O)NCCc2ccccc2)sc2nc(-c3ccccc3)cc(C(F)(F)F)c12 | -2 |
| CC(=O)N1CCN(c2ccc(NC(=O)c3ccc4c(c3)OCO4)cc2)CC1 | -7 |
| CC1(C)CC(=O)C(C(C2=C(O)CC(C)(C)CC2=O)c2ccccc2)C(=O)C1 (stereo unspecified) | 4 |
| COc1cccc(CSc2ccc(S(=O)(=O)N3CCOCC3)cc2C(=O)N2CC(C)CC(C)C2)c1OC (stereo unspecified) | 1 |
| CCOC(=O)C1=C(C)N(C)C(=O)NC1c1cc2c(cc1Br)OCO2 (stereo unspecified) | -2 |
| Cc1ccccc1OCC(O)Cn1c(N)nc2c1c(=O)n(C)c(=O)n2C (stereo unspecified) | -4 |
| CSc1nc2sc3c(c2c2nnnn12)CCC3 | -11 |
| COc1ccc(-c2nnc(SCC(=O)Nc3ccccc3OC)o2)cc1 | -6 |
| Cc1ccccc1C(=O)Nc1ccc2oc(-c3ccncc3)nc2c1 | -5 |
| Cc1nnc(NC(=O)CSc2ccc(Cl)cc2)s1 | -11 |
| Cc1nonc1NC(=O)N1CCOCC1 | -1 |
| CCCCCNC(=O)c1ccc2c(c1)ncn2-c1cc(C)cc(C)c1 | -10 |
| CC(C)CNC(=O)C1CCN(c2ccc(S(=O)(=O)N3CCOCC3)cc2)CC1 | -6 |
| COC(=O)C1C(=O)C2=C(CC1C)NC(C)=C(C(=O)OC(C)C)C2c1cccc(F)c1 (stereo unspecified) | 9 |
| O=C(CCn1c(=O)[nH]c2ccccc2c1=O)N1CCC(N2CCCCC2)CC1 | 0 |
| COc1ccc2nc(Sc3ccc(C(F)(F)F)cc3[N+](=O)[O-])[nH]c2c1 | -7 |
| C=CCn1c(C(Cc2ccccc2)NC(=O)c2ccccc2)nc2ccccc21 (stereo unspecified) | 3 |
| Cc1ccc(S(=O)(=O)NC(=O)Nc2ccc(OC(F)(F)F)cc2)cc1 | 3 |
| CCOC(=O)c1ccc(NC(=O)c2cc3ccccc3o2)cc1 | -17 |
| CCOc1ccc(N=C2C(=O)Nc3ccccc32)cc1 | -9 |
| O=C(O)c1ccc(N2C(=O)c3ccc(C45CC6CC(CC(C6)C4)C5)cc3C2=O)cc1 | 3 |
| CCN(C(=O)Cn1c(=O)n(Cc2ccccc2)c(=O)c2ccccc21)c1cccc(C)c1 | -3 |
| COC(=O)c1ccc(CSc2nc(C)[nH]c2[N+](=O)[O-])o1 | -11 |
| COc1ccc(-c2noc(C3CCCN(S(=O)(=O)c4cccc(Cl)c4C)C3)n2)cc1OC (stereo unspecified) | -10 |

(cont.)
| mol | 14-3-3g Raf |
| --- | --- |
| Cc1n[nH]c(C)c1CCCCOc1ccc(C(C)(C)C)cc1 | -10 |
| CCOc1cc(C)nc(Oc2ccc(=O)[nH]n2)n1 | -2 |
| CCOC(=O)c1sc(NC(=O)CSc2nnc(-c3ccco3)n2CC)c(C(=O)OCC)c1C | -6 |
| CCSc1nnc2c(n1)OC(c1ccc(OC3CCCC3)cc1)Nc1ccccc1-2 (stereo unspecified) | 26 |
| O=C(c1ccc2c(c1)OCCO2)N(c1ccccn1)C1CCCCC1 | -6 |
| COc1ccc(Cl)cc1S(=O)(=O)N1CCc2ccccc2C1CN1C(=O)c2ccccc2C1=O (stereo unspecified) | -16 |
| Oc1ccc2ccccc2c1C=NC12CN3CCN(CN(C3)C1)C2 | 0 |
| CCOC(=O)C1=C(C)N(C2CCCCC2)C(=O)C1 | -10 |
| Cc1ccc(C)c(N2C(=O)c3ccc(Oc4ccc([N+](=O)[O-])cc4)cc3C2=O)c1 | -21 |
| O=C(Nc1ccc(-c2nc3ccccc3o2)cc1)c1ccc2c(c1)OCO2 | -34 |
| O=CN1CC(=O)N(c2ccccc2)c2c([nH]c3ccccc23)C1 | 7&-3 |
| COc1ccc(-c2nc3ccccc3s2)cc1O | -1 |
| CCOC(=O)C1=C(c2ccccc2)NC(=O)NC1c1ccccc1Cl (stereo unspecified) | 0 |
| COc1ccccc1C(=O)N1N=C(C)CC1(O)C(F)(F)F (stereo unspecified) | 8 |
| CCOc1ccc(-c2noc(CCC(=O)NC)n2)cc1OCC | 6 |
| COc1ccccc1-c1cc(C(=O)NC2CCCCC2)no1 | -2 |
| O=C(CCCCC(=O)N1CCOCCOCCOCCOCCOCC1)OCc1ccccc1 | -10 |
| Cc1cc(C)nc(SCc2nnc(SCc3ccccc3Cl)o2)n1 | 7 |
| CCCCOP(=O)(c1ccc(N(C)C)cc1)C(O)c1ccccc1F (stereo unspecified) | -6 |
| O=C(CSc1nc2ccccc2[nH]1)Nc1cc(C(F)(F)F)ccc1N1CCOCC1 | -4 |
| Cc1cc(OCC(=O)N2N=C(C3CCCCC3)CC2(O)C(F)(F)F)ccc1Cl (stereo unspecified) | -13 |
| Cc1nn(C(=O)c2ccc(Br)cc2)c(C)c1Sc1ccccc1[N+](=O)[O-] | -5 |
| CNC(=O)CN(C1CCCCC1)S(=O)(=O)c1ccc(F)cc1 | -5 |
| CCCCCn1c(SCCCO)nc2c1c(=O)[nH]c(=O)n2C | 0 |
| COc1ccccc1N1CCN(C(=O)c2ccc(N3CC4CC(C3)c3cccc(=O)n3C4)c(NC(=O)c3cccs3)c2)CC1 (stereo unspecified) | -10 |
| CCc1nnc(NC(=O)CSc2nccn2-c2cccc(C)c2)s1 | -4 |
| Cc1cc(I)ccc1N1C(=O)C2C3C=CC(C3)C2C1=O (stereo unspecified) | -4 |
| CC(C)c1ccc(NC(=O)c2ccc(F)c(S(=O)(=O)N3CCN(c4ccccc4Cl)CC3)c2)cc1 | -5 |
| C=CCN(CC=C)S(=O)(=O)c1ccc(C(=O)N=c2sc3cccc(Cl)c3n2CC)cc1 | -11 |
| O=C(NCCC1=CCCCC1)C1CCN(S(=O)(=O)c2cccc3nsnc23)CC1 | -4&-7 |
| COc1cccc(-n2nc(C(=O)N3CCC(C)CC3)c3ccccc3c2=O)c1 | -3 |
| O=C(c1cc2n(n1)C(C(F)(F)F)CC(c1ccc(Cl)cc1)N2)N1CCCC1 (stereo unspecified) | -4 |
| COC(=O)c1ccc(Oc2ncnc3scc(-c4ccccc4)c23)cc1 | -20 |
| CCOC(=O)c1c(NC(=O)c2ccc(Cl)c([N+](=O)[O-])c2)sc(C(=O)NC2CCCC2)c1C | -5 |
| COc1ccc2c(c1)-c1nc(NC(=O)c3cccs3)sc1CC2 | 0&-2 |
| O=C(NC1CCCCC1)c1ccc2c(=O)[nH]c3c(C(=O)NC4CCCC4)sc(=S)n3c2c1 | -25 |
| Cc1ccc2c(c1)N(CC(=O)Nc1ccc3c(c1)OCCO3)C(=O)CO2 | -2 |
| COc1ccc(C(CNC(=O)CN2C(=O)NC3(CC(C)CC(C)(C)C3)C2=O)N2CCOCC2)cc1 (stereo unspecified) | 0 |
